D1 potentiator: potentiators of human D1 dopamine receptor; potentiation, % at 10 µM; 0.036% of 360,000 active; P21728; HEK293 TREx D1 cells, calcium flux, dopamine EC20 potentiation; in the data active = potentiation above about 30%; note: 0% is about no effect
D2 antagonist: antagonizes the human D2 dopamine receptor; P14416; HEK293 TREx D2 cells, calcium flux, dopamine EC80; inhibition, % at 10 µM; 2% of 340,000 active; in the data active = inhibition above about 30%; note: 0% is about no effect
Target sequence (P14416 whole entry, looked up): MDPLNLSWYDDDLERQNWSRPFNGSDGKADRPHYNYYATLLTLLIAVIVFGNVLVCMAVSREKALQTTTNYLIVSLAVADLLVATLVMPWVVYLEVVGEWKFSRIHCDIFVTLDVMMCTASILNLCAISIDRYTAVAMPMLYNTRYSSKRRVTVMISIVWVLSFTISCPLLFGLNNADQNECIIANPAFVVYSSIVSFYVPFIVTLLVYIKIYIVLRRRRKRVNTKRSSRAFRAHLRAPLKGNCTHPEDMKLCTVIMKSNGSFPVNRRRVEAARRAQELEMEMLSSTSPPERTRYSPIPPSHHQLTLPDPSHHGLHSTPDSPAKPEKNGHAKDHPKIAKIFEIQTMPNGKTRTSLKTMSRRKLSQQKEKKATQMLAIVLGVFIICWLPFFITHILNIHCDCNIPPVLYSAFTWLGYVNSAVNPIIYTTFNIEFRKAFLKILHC
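Overnight-induced (tetracycline, 30 C) HEK293 T-REx cells carrying force-coupled D2 receive a no-wash calcium dye, then compound, then EC80 dopamine at 180 s; signals are read kinetically throughout.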
RXFP1 antagonist: RXFP1 (human) relaxin receptor antagonism; 0.59% of 350,000 active; Q9HBX9; activity change, negative = inhibition, % at 57.5 µM; HEK293-RXFP1, relaxin-stimulated cAMP HTRF, 30 min; hits give low values;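 active = activity change of -60% or lower, but not beyond a set lower limit; inconclusive = change between -60% and -40%, or beyond the set limit; inactive = change above -40%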; note: % is set by controls: 0 for no effect and ±100 for the full control effect
D1 antag: antagonists of human D1 dopamine receptor; P21728; HEK293 TREx D1 cells, calcium flux, dopamine EC80; hits give low values; activity change, negative = inhibition, % at 10 µM; 3.2% of 360,000 active; in the data active = activity change below about -30%; note: % is set by controls: 0 for no effect and ±100 for the full control effect
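Kinetic fluorescence of a calcium dye serves as the read-out. D1-expressing Hek293 Trex cells, induced overnight at 30 C, are exposed to compound for 180 s before an EC80 dopamine addition, then read 180 s further.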
D2 PAM: D2 dopamine receptor (human) potentiation | HEK293 T-REx D2, calcium flux, EC20 dopamine potentiation | potentiation, % at 10 µM | 0.34% of 340,000 active;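 active = potentiation over 3 SD above the plate norm, cut at about 30% in these data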; note: 0% is about no effect
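Cells plated with tetracycline inducer and held overnight at 30 C; calcium dye loaded 30–90 min at room temperature; baseline taken, compound added and read 180 s; EC20 dopamine then added and read 180 s.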
TRHR agonist: activates the human TRH receptor | activation, % at 2 µM | P34981 | TRHR cells, calcium flux fluo-8, FDSS agonist mode | 0.18% of 360,000 active; note: 0% is about no effect
Target sequence (P34981 whole entry, looked up): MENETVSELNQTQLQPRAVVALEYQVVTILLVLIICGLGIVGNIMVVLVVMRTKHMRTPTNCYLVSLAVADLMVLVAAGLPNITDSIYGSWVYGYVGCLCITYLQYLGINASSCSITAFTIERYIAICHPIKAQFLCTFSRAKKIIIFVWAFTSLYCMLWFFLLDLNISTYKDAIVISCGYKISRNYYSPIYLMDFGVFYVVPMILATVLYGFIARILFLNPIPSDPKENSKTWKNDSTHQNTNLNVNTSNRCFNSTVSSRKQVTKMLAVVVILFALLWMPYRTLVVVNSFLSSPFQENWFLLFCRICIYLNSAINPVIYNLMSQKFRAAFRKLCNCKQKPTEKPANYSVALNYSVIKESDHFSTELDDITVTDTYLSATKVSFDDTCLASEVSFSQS
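Fluo-8-loaded TRHR cells; 10 s baseline, compound added, kinetic Ca2+ fluorescence read 1/s, agonist mode.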
TRHR enhancer: allosterically enhances the human TRH receptor | P34981 | TRHR cells, fluo-8 calcium fluorescence, EC20 TRH enhancement | enhancement, % at 2 µM | 0.66% of 360,000 active | AID 493056; in the data active = enhancement above about 30%; note: 0% is about no effect
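TRHR-expressing cells loaded with fluo-8 calcium dye were read kinetically (ex 480/em 530) during compound addition, then stimulated with an EC20 of TRH (10 nM final). Enhancement of the Gq-mediated intracellular calcium response was scored.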
D1 ag: human D1 receptor agonism. P21728. HEK293 T-REx D1 cells, calcium flux, agonist mode. activation, % at 2 µM. 1% of 360,000 active; note: 0% is about no effect
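Agonism was scored from calcium flux recorded over 180 s (1 read/s) after pintool compound addition, following a 10-cycle baseline. Cells were inducible force-coupled HEK293 TREx D1, plated overnight at 30 C and loaded with no-wash calcium dye.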
D2 agonist: agonists of human D2 dopamine receptor; activation, % at 2 µM; HEK293 T-REx D2 cells, calcium flux agonist mode; 0.53% of 340,000 active; P14416; AID 485358;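 active = activation over 3 SD above normal in the single-dose calcium agonist read, cut at about 30% in these data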; note: 0% is about no effect
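Agonism scored from kinetic calcium signal (1 read/sec, 180 s) following compound pin transfer, after a 10 s baseline. Cells: HEK293 Trex line expressing inducible D2 receptor coupled to calcium, dye-loaded after overnight culture at 30 C.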
The depositor's hits bear a star; ? = inconclusive; . = no result given; & = joins results of further samples. Cut-off read from the data, not from the text of the source, unless noted: active = activation above about 30%; inactive = the rest.

SMILES	D1 potentiator	D2 antagonist	RXFP1 antagonist	D1 antag	D2 PAM	TRHR agonist	TRHR enhancer	D1 ag	D2 agonist
CC(NC(=O)COC(=O)c1cc(Cl)nc(Cl)c1)c1ccccc1 (stereo not drawn)	1	7	-2	.	4	0.3	0	24	-0.2
COc1cccc(/C=C2\SC(=S)N(CCCC(=O)N3CCCC3)C2=O)c1	0	8	-13	-27	3	0.3	-7	13	0.6
Fc1ccccc1/C=N/Nc1nc2ccccc2o1	-1	0	2	6	-7	-0.4	2	1	0.8
O=C(NC1CCCCC1)C1CCN(C(=O)c2ccc(-c3ccccc3)cc2)CC1	-1	8	-3	8	-5	-1.5	1	3	-0.5
CC(=O)N1CCOc2cc(S(=O)(=O)NCc3ccc(F)cc3)c(C)cc21	-7&-3	10	-7	0&1	-3&6	-0.1&0.0	-6&-5	5&2	0.3&1.2
CC(Oc1ccccc1)C(=O)N/N=C/c1ccccn1 (stereo not drawn)	-2	17	-8	-7	-4	0.2	-6	1	-0.1
CCOC(=O)N1CCC(NCCNC(=O)c2ccc(F)c(F)c2)CC1	-3	59*	.	.	-16	-0.7	-2	1	20
O=C(Nc1ccc(S(=O)(=O)N2CCCCC2)cc1)C1CCN(C(=O)c2ccco2)CC1	-4	-21	-21	3	-3	-0.1	2	0	0.4
Cc1sc2c(c1C)CN(Cc1ccncc1)CN2C(=O)c1ccco1	5	-13	34	2	2	-0.7	9	2	-0.1
CCN(CC)S(=O)(=O)c1cccc(C(=O)Nc2ccccc2C(=O)Nc2ccc(Cl)cc2)c1	-7	.	-7	-7	4	0.5	-1	5	-0.2
C=CCNC(=S)N1CCN(S(=O)(=O)c2ccc(C)cc2)CC1	-1	-10	1	2	1	-0.3	-3	1	-0.3
Cc1cccc(-n2cc(-c3ccccc3)c3c(N4CCC(C)CC4)ncnc32)c1	14	.	-26	-7	.	0.0	-4	-1	-0.5
COc1ccc(N2CCN(C(=O)COC(=O)c3cccc(S(=O)(=O)Nc4cccc(C)c4)c3)CC2)cc1	-3	40*	1	-14	0	-0.2	-12	1	0.0
CC(C)c1ccc(-c2noc(SCC(=O)N3CCN(c4ccccc4F)CC3)n2)cc1	-4	.	-9	5	3	0.1	-1	6	0.4
Cn1cccc1Cc1nnc(SCC(=O)Nc2ccc(Cl)cc2)n1-c1ccc(F)cc1	1	2	?	1	-20	0.6	-1	1	-0.5
CCCNC(=O)Cn1c(=O)/c(=C\c2ccc(-c3ccc([N+](=O)[O-])cc3)o2)s/c1=C\C(=O)C(C)(C)C	-7	54*	-8	-83*	-14	98*	-21	283*	93*
CN(C)CCCN(C(=O)COc1ccccc1)c1nc2ccc(Cl)cc2s1	-2	10	-29	-14	-4	1.2	0	4	0.9
CCc1ccc(S(=O)(=O)Nc2ccc3c(c2)n(C)c(=O)c(=O)n3C)cc1	18	.	.	4	-11	0.2	7	0	0.3
CC(C(=O)Nc1ccccc1-c1ccccc1)N1CCN(C(=O)c2ccccc2)CC1 (stereo not drawn)	-4	9	-37	-2	13	-0.6	-16	2	0.3
C=CCn1cnc2c(c1=O)c1nc3ccccc3nc1n2-c1ccccc1	1	-13	.	16	0	0.2	2	1	0.8
CCN1C(=O)/C(=C/C2=Cc3ccccc3OC2C)SC1=S (stereo not drawn)	-3	-3	-9	-5	2	10	2	5	0.5
COc1ccc(NC(=O)CC(C)n2nc(C)cc2C)cc1Cl (stereo not drawn)	-4	.	-10	-8	-7	0.4	8	2	-0.1
COc1ccc(N2C(=O)C3CCCN3C2c2cccc(C)c2)cc1 (stereo not drawn)	-4	-28	.	0	0	0.1	5	2	0.6
CN(C)C1=NCCN1CC1CCCCCC1	-9	2	.	-14	0	-0.1	0	2	-0.2
CCC(C)NC(=O)N1c2ccccc2Sc2ccccc21 (stereo not drawn)	-2	-6	0	-14	-6	-0.8	-2	3	-2.5

An excerpt from above with just TRHR enhancer and D2 PAM.
| compound | TRHR enhancer | D2 PAM |
| --- | --- | --- |
| C=CCNC(=S)N1CCN(S(=O)(=O)c2ccc(C)cc2)CC1 | -3 | 1 |
| Cc1cccc(-n2cc(-c3ccccc3)c3c(N4CCC(C)CC4)ncnc32)c1 | -4 | . |

(list continues)
SMILES	D1 potentiator	D2 antagonist	RXFP1 antagonist	D1 antag	D2 PAM	TRHR agonist	TRHR enhancer	D1 ag	D2 agonist
Cc1ccc(S(=O)(=O)CC(=O)Nc2ccc(S(=O)(=O)Nc3ccccn3)cc2)cc1	-1	-4	-4	-18	-2	0.5	-19	-1	-0.2
C[C@H](NC(=O)c1ccc(Cl)cc1)C(=O)NCCc1ccc(S(N)(=O)=O)cc1	-1	9	-4	-2	-9	0.0	9	2	0.6
Cc1cc(C)c(C#N)c(SCC(=O)c2cccs2)n1	-9	4	-7	-14	-2	0.7	0	2	-0.1
COc1ccc(OCC(=O)Nc2cccc(C(=O)OCc3cc(=O)n4nc(C)sc4n3)c2)cc1	0	.	7	-3	7	-1.2	5	4	0.4
CN(CC(=O)Nc1cccc(F)c1)C(=O)c1ccccc1Cc1ccccc1	4	10	-12	-2	-11	1.4	-23	3	0.4
O=C(COC(=O)Cc1ccc(Cl)cc1Cl)NCCC1=CCCCC1	-1	2	-11	4	-3	-0.3	-2	4	-1.0
Cc1nc2ccn(Cc3ccco3)c(=O)c2cc1C(=O)NCc1ccccc1	-2	.	6	-7	-10	0.0	1	1	.
Cc1ccc(CNC(=O)Cn2cnc3c(NC(=O)OCc4ccccc4)ncnc32)o1	2	8	.	.	7	-0.2	3	-3	-2.2
Cn1c(CN2CCCC(C(=O)c3ccc4c(c3)OCO4)C2)nc2ccccc21 (stereo not drawn)	-5	-18	24	0	12	-0.2	12	2	-2.6
Cc1ccc(CC(NC(=O)c2ccccc2)C(=O)NC(C)C(=O)O)cc1 (stereo not drawn)	0	10	18	0	-1	0.5	0	2	-0.3
O=C(Cn1c2[n+](c3ccccc31)CC(O)CS2)c1ccccc1 (stereo not drawn)	-3	-6	-4	-4	7	0.0	-3	1	-0.2
Cc1nc(CCNC(=O)CC2C(=O)NCCN2CC(C)C)nc2c1CCC2 (stereo not drawn)	4	.	-1	22	-5	0.2	5	2	.
CC1CN(C(=O)COC(=O)c2cc([N+](=O)[O-])ccc2Cl)CC(C)O1 (stereo not drawn)	-2	29	-17	6	-11	0.9	1	2	-0.4
CCCN(c1ccc(C(C)C)cc1)S(=O)(=O)c1ccc2c(c1)n(C)c(=O)c(=O)n2C	-2	.	.	1	12	0.3	-2	-2	-0.2
O=C(COC(=O)CCc1ccccc1)NC(c1ccccc1)c1ccccc1	-4	-7	-4	-25	-8	0.3	9	15	1.2
Cc1cc(=O)oc2c(C)c(OCC(=O)NCCCN3CCOCC3)ccc12	0	-14	21	6	0	0.6	1	1	0.0
COCCOC(=O)c1sc(=S)n(CCOC)c1N	-4	5	13	8	2	-0.5	8	-1	-1.3
CCOC(=O)c1noc2ncnc(N3CCN(c4ccccc4OC)CC3)c12	1	.	.	-15	3	-0.4	-6	1	1.1
COc1ccc(-c2noc(CCCC(=O)NCC3CCCO3)n2)cc1 (stereo not drawn)	-3	16	2	0	5	0.1	2	7	-0.2
Cc1ccc2cc3c(NC(=O)c4ccco4)nn(C)c3nc2c1	0	-9	-2	1	2	-0.2	6	0	-0.4
COc1nc(-c2ccccc2)cc(-c2ccc(OC)c(OC)c2)n1	2	26	-3	7	12	-0.6	-12	2	0.1
COc1ccc2c(-c3ccccc3)cc(N3CCOCC3)nc2c1	-6	4	-15	11	5	-1.0	-2	0	0.2
COc1ccc(C(=O)NC(=S)NNC(=O)c2ccc3ccccc3n2)cc1	0	16	-9	5	-3	-0.2	-3	14	4.3
O=c1cc(O)nc(SCc2ccccc2)n1-c1ccc(Cl)cc1	0	10	-18	-5	7	0.6	0	3	-1.1
COc1ccc(CNC(=O)CN(c2ccc(OC)cc2)S(=O)(=O)c2c(C)nn(C)c2C)cc1	-11	14	-3	-6	-11	-1.1	0	1	1.8

A section from further up, as a working copy:
SMILES	D1 potentiator	D2 antagonist	RXFP1 antagonist	D1 antag	D2 PAM	TRHR agonist	TRHR enhancer	D1 ag	D2 agonist
Cc1nc(CCNC(=O)CC2C(=O)NCCN2CC(C)C)nc2c1CCC2 (stereo not drawn)	4	.	-1	22	-5	0.2	5	2	.
CC1CN(C(=O)COC(=O)c2cc([N+](=O)[O-])ccc2Cl)CC(C)O1 (stereo not drawn)	-2	29	-17	6	-11	0.9	1	2	-0.4
CCCN(c1ccc(C(C)C)cc1)S(=O)(=O)c1ccc2c(c1)n(C)c(=O)c(=O)n2C	-2	.	.	1	12	0.3	-2	-2	-0.2

Record cards, as listed above. Values in the order: D1 potentiator | D2 antagonist | RXFP1 antagonist | D1 antag | D2 PAM | TRHR agonist | TRHR enhancer | D1 ag | D2 agonist
Cc1ccc2cc3c(NC(=O)c4ccco4)nn(C)c3nc2c1 is entered as 0 | -9 | -2 | 1 | 2 | -0.2 | 6 | 0 | -0.4
Cc1cc(=O)oc2c(C)c(OCC(=O)NCCCN3CCOCC3)ccc12 is entered as 0 | -14 | 21 | 6 | 0 | 0.6 | 1 | 1 | 0.0

More structures follow.
SMILES	D1 potentiator	D2 antagonist	RXFP1 antagonist	D1 antag	D2 PAM	TRHR agonist	TRHR enhancer	D1 ag	D2 agonist
N#Cc1c(N)n(-c2cccc(O)c2)c2nc3ccccc3nc12	0	-9	-3	-3	2	-0.4	-1	2	-0.2
O=C(COC(=O)c1cccs1)NCCCc1ccccc1	-4	16	-2	5	-1	-0.9	17	-1	0.5
O=C(Nc1ccc(Br)cc1)c1cc(-c2cccs2)nc2ccccc12	-2	.	.	-1	-24	2.1	-4	11	.
Cc1cccc(C)c1-n1ncc(C(=O)Nc2ccc3c(c2)OCCO3)c1C1CCN(C(=O)OC(C)(C)C)CC1	4	.	-21	27	-13	0.4	-6	0	-0.8
COc1ccc(CCC(=O)N(C)CC(=O)Nc2cc(C)ccc2C)cc1	-1	-30	-5	-6	12	-0.4	-3	1	2.4
Cc1cc(C(=O)Nc2cccc(O)c2)co1	-6	-5	-2	1	-8	-0.7	-2	-1	-0.3
COc1ccc(NC(=O)CCn2c(-c3ccc(F)cc3)cc(C(C)=O)c2C)c(OC)c1	-7	.	-31	7	6	-0.4	-1	3	0.0
CN(C(=O)C(=O)c1cn(CC(=O)N2CCCC2)c2ccccc12)C1CCCCC1	-6	0	-5	-10	10	0.2	-6	1	-0.7
O=C(CSc1nnc2ccc(-c3cccnc3)nn12)Nc1ccccc1	-1	12	-3	2	-13	0.0	-13	-2	-0.5
C1=CC2CCC1ON2c1ccccc1 (stereo not drawn)	-3	-23	.	-5	10	0.9	6	1	0.7
CC(C)CCNC(=O)c1ccc2c(c1)N(Cc1ccccc1)C(=O)CS2=O (stereo not drawn)	4	7	-1	35	-2	0.2	2	1	-0.8
COc1ccc2nc(NC3=NC(c4ccccc4)CC(=O)N3)nc(C)c2c1 (stereo not drawn)	-3	10	-21	1	3	0.6	0	0	-1.2
CCOc1cc(-c2nc(-c3ccc(-c4ccc(OC)cc4)nc3OC)no2)cc(OCC)c1OCC	-3	.	-4	9	5	-0.3	6	0	0.4
COC(=O)c1ccccc1NC(=O)Cn1nc2n(C)c3ccccc3n2c(=O)c1=O	0	18	.	-3	7	-0.2	-7	3	-0.9
CCc1nc(N2CCCC2C(=O)O)c2oc3ccccc3c2n1 (stereo not drawn)	-13	6	2	7	7	-1.1	24	3	-0.7
CCOC(=O)C(=CNc1ccc2c(c1)CCN2C(C)=O)C(=O)OCC	2	-18	0	6	5	-1.1	15	0	2.4
